Screening results deposited in PubChem by several laboratories.
Autophagy HCS = autophagy modulators in MEF cells, primary screen, imaging, high-content, MEF GFP-LC3 | calls only at 10 µM (by protocol) | MEF GFP-LC3 puncta imaging; test concentration mostly 10 µM | hit rate 0.98% among 190,000 | AID 463193, 2010;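 active = percentage of spot-positive cells more than 3 SD above its plate mean, without a fluorescence outlier flag or 80% toxicity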;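 also: spot-positive cell cutoff set from DMSO-treated cells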
Dynein cargo inh = inhibitors of GR-EGFP nuclear translocation, primary screen, dynein cargo transport inhibitor project, imaging, high-content, 3617.4 mouse cells. hit rate 0.47% among 220,000. z-score, hits read low. test concentration mostly 20 µM; stimulated with dexamethasone, 1 µM; hits give low values;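 active = plate z-score of nuclear minus cytoplasmic receptor signal below a set negative limit, without overly bright fluorescence or cell loss, cut at about -3.5 in these data, passing the limit was not always enough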;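 also: z-score of nuclear minus cytoplasmic ring GR-EGFP intensity difference per well; some compounds called inactive have numbers as strong as hits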
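Also added: dexamethasone, 1.0 µM final. Medium: tet-free, stripped-serum medium. Detection: fixed, Hoechst-stained cells imaged at 10x for EGFP. Read-out: nuclear-to-cytoplasmic GR-EGFP distribution per well. Times: induction 48 h, compound 1 h, agonist 30 min.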
PMI inhibitors = inhibitors of human PMI, primary screen, biochemical, fluorescence intensity, coupled assay (AID 1209) | inhibition, % at 20 µM, or IC50 in µM where a hit was titrated | Mannose-6-phosphate isomerase (Homo sapiens) | hit rate 0.42% among 190,000 | purified PMI enzyme, coupled fluorescence intensity; higher % means a stronger effect;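 also: plate controls were DMSO vehicle for no effect and wells lacking substrate for full effect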
WT yeast gro inh = growth inhibition of WT strain, primary screen, mitochondrial fusion inhibitor project, WT and mutant strains, chemical genetic | inhibition, % at 10 µM | AID 1362, 2008 | hit rate 2.1% among 190,000 | mitochondrial fusion phenotypic screen; in the data active = inhibition above about 58%; tested in S. cerevisiae
PMI inhibition = human PMI inhibitors, high substrate, primary screen, biochemical, fluorescence intensity, high mannose 6-phosphate (AID 1220). inhibition, % at 20 µM, or IC50 in µM where a hit was titrated. recombinant PMI enzyme, coupled fluorescence intensity; higher % means a stronger effect. Mannose-6-phosphate isomerase (Homo sapiens). hit rate 0.66% among 190,000
Yfh1-depleted yeast = enhancers of respiration in Yfh1-depleted yeast, dose response, Friedreich's ataxia, plus single-dose screen (AID 1465); S. cerevisiae Yfh1-off respiration, WST-1 reduction, 72 h; higher fold induction means a stronger effect; fold induction at 50 µM, or EC50 in µM where a hit was titrated; hit rate 0.074% among 220,000;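 active = fold induction of absorbance versus untreated yeast above a set limit, then at least 30% activation at any dose in follow-up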;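 also: activators that raise dye reduction in frataxin-depleted yeast; strong numbers were not always called active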
MT stabilize HCS = microtubule stabilizers in HeLa cells, primary screen, imaging, high-content imaging; HeLa tubulin immunostaining HCS, 24 h; share of cells brighter than vehicle mean+2SD; % tubulin-high responders, % at 10 µM; hit rate 0.83% among 200,000; AID 2205, 2009;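 active = plate Z-score above 3 for both tubulin-high and condensed-nucleus cell shares, with cell loss under 80%, at 10 µM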;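 also: anti alpha tubulin signal scored within the nucleus-defined area of each cell; some results filed as inactive read as strong as hits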
bCat nuc transl = modulators of beta-catenin nuclear translocation, primary screen, imaging, HeLa cells, immunofluorescence, high-content; nuclear translocation activity, % at 5 µM; hit rate 0.3% among 190,000;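 active = nuclear translocation activity above 50% at 5 µM, with a well cell count of 50 or more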;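 also: per-cell ratio of nuclear to cytoplasmic median beta-catenin stain intensity; plate controls were DMSO negative control for no effect and GSK-3 inhibitor IX positive control for full effect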
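Read-out: Nuclear/cytoplasmic beta-catenin signal ratio, % activation | Assay system: Human HeLa cell line | Times: 24 h compound exposure at 37°C, 5% CO2 | Signal: Fluorescence imaging of beta-catenin antibody stain plus DAPI | Dosing: 5 µM primary, 0.02–20 µM confirmation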
Insulin prom up = insulin promoter activators in MIN6 cells, imaging, high-content screening, mouse beta cells | MIN6 insulin promoter-GFP reporter; hits give high values | z-score at 5 µM | hit rate 0.3% among 190,000;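 active = z-score above 3 at 5 µM with at least 500 cells counted in the well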
WT yeast gro inh mutant strain = also measured in WT yeast gro inh; calls as there; inhibition, %; mitochondrial fusion phenotypic screen, mutant strain inhibition
Dynein cargo inh cytoplasmic EGFP = recorded beside Dynein cargo inh, whose call it bears; z-score; measured here: cytoplasmic GR-EGFP intensity; hits give high values
Dynein cargo inh nuclear GR-EGFP = recorded beside Dynein cargo inh, whose call it bears; z-score; measured here: nuclear GR-EGFP intensity;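 lower value marks the stronger effect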
Dynein cargo inh cell count = second read-out of Dynein cargo inh, no call of its own (marks repeat the call); z-score; measured here: cell count per field
Insulin prom up cell count = recorded beside Insulin prom up, whose call it bears; cell count; measured here: cytotoxicity, nuclei count;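 total cells summed across four imaged fields per well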
bCat nuc transl cell count 5 µM = further read-out of bCat nuc transl, marked with its call; cell count; measured here: cell count, cytotoxicity flag
MT stabilize HCS Hoechst-high % = recorded beside MT stabilize HCS, whose call it bears; % Hoechst-high responders; measured here: nuclear condensation Hoechst responders;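 share of cells brighter than vehicle mean plus two SD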
MT stabilize HCS cytotoxicity % = recorded beside MT stabilize HCS, whose call it bears; toxicity, %; measured here: cytotoxicity by cell density;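 0% = mean cell density of plate MIN control wells and 100% = no cells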
Autophagy HCS cell loss 18 h = also measured in Autophagy HCS; calls as there; toxicity, %; measured here: cell loss, nuclei count;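 cell loss after 18 h compound exposure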
* hit, by the source's call; i = inactive; · = not tested or not shown. Rule as the data show it, unless noted: active = inhibition above about 50%; inactive = the rest.

The opening five entries, to show the layout:
Abbreviations – A = Autophagy HCS; B = Autophagy HCS cell loss 18 h; C = Dynein cargo inh; D = Dynein cargo inh cytoplasmic EGFP; E = Dynein cargo inh nuclear GR-EGFP; F = Dynein cargo inh cell count; G = PMI inhibitors; H = WT yeast gro inh; I = WT yeast gro inh mutant strain; J = PMI inhibition; K = Yfh1-depleted yeast; L = MT stabilize HCS; M = MT stabilize HCS Hoechst-high %; N = MT stabilize HCS cytotoxicity %; O = bCat nuc transl; P = bCat nuc transl cell count 5 µM; Q = Insulin prom up; R = Insulin prom up cell count
1) CCOC(=O)/C(=C\c1c[nH]c2ccccc12)NC(C)=O
  A = i | B = 0 | C = 0.23 | D = 0.018 | E = 0.14 | F = -1.3 | G = 8% | H = -15 | I = -14 | J = 17% | K = i | L = 2.2 | M = 1.8 | N = 6.1 | O = -2.6 | P = 991 | Q = · | R = ·

2) C/C(=N\OCC(=O)NCC(F)(F)F)c1cc2ccccc2o1
  A = i | B = 12 | C = -0.61 | D = -0.28 | E = -0.64 | F = 0.58 | G = 4% | H = -3 | I = 5 | J = 3% | K = i | L = 1.3 | M = 3.8 | N = 9.2 | O = · | P = · | Q = -0.14 | R = 1212

3) C/C(=N\Nc1nc2ccccc2[nH]1)c1ccc2c(c1)OCO2
  A = i | B = 4 | C = 1.8 | D = -0.11 | E = 1.1 | F = -1.8 | G = 8% | H = 16 | I = 37 | J = 0% | K = i | L = 2.4 | M = 4.6 | N = 0.6 | O = 1.6 | P = 1106 | Q = -0.55 | R = 1381

4) Cc1cc(C)nc(NC(=O)c2ccc(COc3ccccc3Cl)cc2)c1
  A = i | B = -36 | C = -0.2 | D = -0.28 | E = 0.05 | F = 0.49 | G = 7% | H = 65* | I = 28* | J = 7% | K = i | L = 4.5 | M = 1.8 | N = 11 | O = 0.2 | P = 1080 | Q = -1.1 | R = 1548

5) C/C(=N\NC(=O)CNc1cccc(C(F)(F)F)c1)c1cccc(Br)c1
  A = i | B = -3 | C = -0.18 | D = -0.27 | E = -0.34 | F = -0.29 | G = 17% | H = 17 | I = -7 | J = 10% | K = i | L = 4.3 | M = 2.4 | N = 7.1 | O = -0.7 | P = 1014 | Q = 0.96 | R = 1531

This part in full (from the top)
Abbreviations – A = Autophagy HCS; B = Autophagy HCS cell loss 18 h; C = Dynein cargo inh; D = Dynein cargo inh cytoplasmic EGFP; E = Dynein cargo inh nuclear GR-EGFP; F = Dynein cargo inh cell count; G = PMI inhibitors; H = WT yeast gro inh; I = WT yeast gro inh mutant strain; J = PMI inhibition; K = Yfh1-depleted yeast; L = MT stabilize HCS; M = MT stabilize HCS Hoechst-high %; N = MT stabilize HCS cytotoxicity %; O = bCat nuc transl; P = bCat nuc transl cell count 5 µM; Q = Insulin prom up; R = Insulin prom up cell count
1) CCOC(=O)/C(=C\c1c[nH]c2ccccc12)NC(C)=O
  A = i | B = 0 | C = 0.23 | D = 0.018 | E = 0.14 | F = -1.3 | G = 8% | H = -15 | I = -14 | J = 17% | K = i | L = 2.2 | M = 1.8 | N = 6.1 | O = -2.6 | P = 991 | Q = · | R = ·

2) C/C(=N\OCC(=O)NCC(F)(F)F)c1cc2ccccc2o1
  A = i | B = 12 | C = -0.61 | D = -0.28 | E = -0.64 | F = 0.58 | G = 4% | H = -3 | I = 5 | J = 3% | K = i | L = 1.3 | M = 3.8 | N = 9.2 | O = · | P = · | Q = -0.14 | R = 1212

3) C/C(=N\Nc1nc2ccccc2[nH]1)c1ccc2c(c1)OCO2
  A = i | B = 4 | C = 1.8 | D = -0.11 | E = 1.1 | F = -1.8 | G = 8% | H = 16 | I = 37 | J = 0% | K = i | L = 2.4 | M = 4.6 | N = 0.6 | O = 1.6 | P = 1106 | Q = -0.55 | R = 1381

4) Cc1cc(C)nc(NC(=O)c2ccc(COc3ccccc3Cl)cc2)c1
  A = i | B = -36 | C = -0.2 | D = -0.28 | E = 0.05 | F = 0.49 | G = 7% | H = 65* | I = 28* | J = 7% | K = i | L = 4.5 | M = 1.8 | N = 11 | O = 0.2 | P = 1080 | Q = -1.1 | R = 1548

5) C/C(=N\NC(=O)CNc1cccc(C(F)(F)F)c1)c1cccc(Br)c1
  A = i | B = -3 | C = -0.18 | D = -0.27 | E = -0.34 | F = -0.29 | G = 17% | H = 17 | I = -7 | J = 10% | K = i | L = 4.3 | M = 2.4 | N = 7.1 | O = -0.7 | P = 1014 | Q = 0.96 | R = 1531

6) N#CC1=C(N)Oc2n[nH]c(-c3cccs3)c2C1C1C=CCCC1 (stereo unspecified)
  A = i | B = -33 | C = 1.3 | D = -0.0023 | E = 0.56 | F = -0.78 | G = 2% | H = 7 | I = 22 | J = 6% | K = i | L = 2.5 | M = 1.9 | N = 0.6 | O = · | P = · | Q = -0.09 | R = 880

7) CCOC(=O)C1(Cc2ccc(Cl)cc2)CCN(C(=O)c2cnc(C)cn2)CC1
  A = · | B = · | C = -0.73 | D = -0.18 | E = -0.45 | F = 0.51 | G = · | H = · | I = · | J = · | K = i | L = · | M = · | N = · | O = 1.4 | P = 1357 | Q = 0.27 | R = 963

8) CCC(C)(C(=O)NC1CCCC1)N(C(=O)CC1NC(=O)NC1=O)c1ccc(C)cc1 (stereo unspecified)
  A = i | B = 6 | C = 0.11 | D = 0.04 | E = 0.22 | F = 0.27 | G = 5% | H = 3 | I = 15 | J = 7% | K = i | L = 1.2 | M = 1.6 | N = 4.3 | O = -0.6 | P = 1181 | Q = · | R = ·

9) Cn1c(C(=O)N2CCc3ccccc3C2)cc2oc3ccccc3c21
  A = i | B = 19 | C = -1.5 | D = -0.22 | E = -0.26 | F = 1.2 | G = 16% | H = 66* | I = 42* | J = 12% | K = i | L = 4.4 | M = 1.6 | N = 4.1 | O = -0.1 | P = 1145 | Q = -0.43 | R = 971

10) Cc1ccc(NC(=O)COC(=O)C2CSC3(C)CCC(=O)N23)cc1S(=O)(=O)N1CCOCC1 (stereo unspecified)
  A = i | B = -11 | C = -0.51 | D = -0.28 | E = -0.32 | F = 0.94 | G = 4% | H = -11 | I = -8 | J = 7% | K = i | L = 1.6 | M = 3.2 | N = 9.6 | O = -2.4 | P = 1102 | Q = 1.1 | R = 1205

11) Cc1ccc(N=C2CCCCCN2C)c(C#N)c1
  A = i | B = 5 | C = 0.44 | D = -0.12 | E = 0.89 | F = -1.7 | G = -38% | H = -8 | I = 5 | J = -36% | K = i | L = 2.5 | M = 1.2 | N = 7.2 | O = -0.6 | P = 977 | Q = 0.36 | R = 1106

12) N#C/C(=C\Nc1ccc2c(c1)OCCO2)C(=O)NCc1ccco1
  A = · | B = · | C = 0.43 | D = -0.2 | E = 0.32 | F = -0.3 | G = · | H = · | I = · | J = · | K = i | L = · | M = · | N = · | O = 0.2 | P = 1298 | Q = -0.13 | R = 1361
